Assay outcomes (PubChem BioAssay)
TCR act = activates T cell receptor signaling; primary human leukocytes, anti-CD3, IL-2 HTRF, 48 h; Potency, µM (highest dose often 9.22 µM), for inactives: at the top dose activation of IL-2 secretion, usual class: activators; 330,000 tested, under 10 active; note: % of control where 0% means no effect
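IL-2 produced over 48 hr by a-CD3 bead-stimulated primary human leukocytes exposed to compounds was detected with a homogeneous time-resolved FRET immunoassay, 665nm acceptor signal after 320nm excitation.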
CXXC DNA block = blocks binding of human MLL CXXC domain to DNA; MLL-CXXC / FITC-HOXA9 DNA fluorescence polarization; Potency, µM (series often up to 115 µM), for the others: at the highest dose activity change, negative = inhibition, most hits filed as inhibitors; 290,000 compounds, 0.037% hits; active = well fitted inhibition curve with a large enough effect in the polarisation, with a control signal flat, not every such curve was filed as active; inconclusive = small, poorly fitted or top-dose-only effect, or effect the other way, or a change in a side signal; inactive = no such curve, though single readings can be large or run the other way; the % refers to the polarisation; note: potency is the fitted concentration of half-maximal effect
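Fluorescence polarization: 7 uM MLL-CXXC (stock) preincubated 5 min with compounds, then 50 nM fluorescein-HOX-A9 DNA (stock) added; 30 min ambient. Buffer 50 mM Tris-HCl pH 7.5, 50 mM NaCl, 1 mM DTT, 0.05% BSA.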
AT treatment = potential ataxia-telangiectasia treatment | 320,000 compounds, 0.19% hits | […] A-T fibroblasts, KAP-1 phosphorylation AlphaLISA; neocarzinostatin DNA damage 30 min before lysis | Potency, µM (series often up to 57.5 µM), without a hit: at the top dose activation, hits mostly activators; note: potency is the fitted concentration of half-maximal effect; % of control where 0% means no effect; nearly all actives have a fitted effect of over 45% in size
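ATM-like activity read as KAP-1 phosphorylation via AlphaLISA donor/acceptor antibody pairs after lysis and 6 hr at 25C. Cells were ATM-null patient fibroblasts ([…], hTERT), dosed 60 min, then exposed to the DSB inducer NCS for 30 min.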
ELG1 repair inh = blocks ELG1-dependent DNA repair in HEK293T cells; Potency, µM (series often up to 46.1 µM), for the others: at the highest dose activity change, negative = inhibition, hits mostly inhibitors; HEK293T ELG1-luciferase reporter, luminescence, 16 h; DNA damage induced by 5-fluorouridine; 330,000 compounds, 2.3% hits; AID 504467; note: potency is the fitted concentration of half-maximal effect; % is set by controls: 0 for no effect and ±100 for the full control effect; nearly all actives have a fitted effect of over 55% in size
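Cells (2,000 per well) received 5-fluorouridine plus test compound or DMSO and were incubated 16 hr at 37 °C, 5% CO2. Luciferase activity was read by luminescence 30 min after ONE-Glo addition; signal suppression marked inhibition of damage-induced ELG1 function.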
Integrin act MD = activators of alpha7 integrin expression for muscular dystrophy; alpha7betagal myoblasts, beta-gal FDG fluorescence, 48 h; Potency, µM (highest dose often 38.3 µM), for the others: at the highest dose activation, actives largely listed as activators; 350,000 compounds, 0.064% hits; AID 624291;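 note: potency is the fitted concentration of half-maximal effect; 100% = response of the positive control SU9516; nearly all actives have a fitted effect of over 60% in size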
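alpha7betagal+/- myoblasts (passage 13, 250/well) treated 48 h at 37C with compounds at 1:260 dilution of DMSO stock. Lysed, then beta-galactosidase activity read as FDG fluorescence (ex 480/em 540) after 30 min, with pre-read for autofluorescence.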
B2AR arrestin = recruits beta-arrestin to the human beta2-adrenergic receptor; P07550; beta-arrestin recruitment to beta2AR, cell-based reporter; Potency, µM (series often up to 46.1 µM), inactives show at the highest dose activation, usual class: activators; 330,000 compounds, 0.02% hits; AID 492947;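 note: potency is the fitted concentration of half-maximal effect; 0% = DMSO controls and full agonism = EC100 isoproterenol or metaproterenol; nearly all actives have a fitted effect of over 65% in size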
p53 reactivator = re-activators of mutant p53 | H1299 p53-A138V BP100-luciferase reporter, luminescence, 24 h | Potency, µM (doses to about 92.2 µM), without a hit: at the highest dose activity change, positive = activation, usual class: activators | 320,000 compounds, 0.063% hits | AID 504706; note: potency is the fitted concentration of half-maximal effect; % of control where 0% means no effect; nearly all actives have a fitted effect of over 45% in size
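H1299 (p53-null), stable ts p53-A138V + BP100-Luc; 1000 cells/well, Opti-MEM/10% FBS; cpd 4 pt, 1:5; 24 h, 37 deg C, 5% CO2; detection reagent 10 min RT; luminescence.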
TRPV1 ag = agonists of human vanilloid receptor 1 (TRPV1) | Q8NER1 | TRPV1-expressing cells, Fluo-8 calcium influx, agonist mode | activation, % at 8.33 µM | 320,000 compounds, 0.19% hits; in the data active = activation above about 80%; inconclusive = between about 30% and that limit; note: 0% is about no effect
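TRPV1-expressing cells were cultured overnight at 35.5C and loaded with Fluo-8 calcium dye for 40 to 90 min at room temperature. After a 10 s baseline, compound was added and calcium influx was read kinetically for 3 min (ex 480/em 520 nm).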
BRCA1 expr act = activators of BRCA1 expression. MCF7-BRCA1-FFLuc reporter, luminescence, 48 h; response scale: scaled: vehicle 0%, 10 µM genistein 100%. Potency, µM (series often up to 46.1 µM), inactives show at the top dose activation, most hits filed as activators. 380,000 compounds, 1.1% hits. AID 624202; note: potency is the fitted concentration of half-maximal effect; nearly all actives have a fitted effect of over 80% in size; some results filed as inactive show a strong effect at the top dose
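First, MCF7-BRCA1-FFLuc cells (2000/well) attach for 2 h; next, compounds are pin-added and incubated 48 h at 37 °C; finally, luciferase reagent is added and luminescence read after 15 min.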
PTAP TSG101 blk = blocks PTAP/TSG101 interaction to inhibit HIV-1 budding. Q99816. Fluorescence polarization, FITC-PTAP peptide / Tsg101 binding. Potency, µM (series often up to 115 µM), for inactives: at the top dose activity change, negative = inhibition, hits mostly inhibitors. 340,000 tested, under 10 active. AID 493005; active = well fitted inhibition curve with a large enough effect in the main read-out, with a control signal flat, not every such curve was filed as active; inconclusive = small, poorly fitted or top-dose-only effect, or effect the other way, or a change in a side signal; inactive = no such curve, though single readings can be large or run the other way; note: potency is the fitted concentration of half-maximal effect; % of control where 0% means no effect
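Fluorescence anisotropy tracks displacement of a FITC-tagged PTAP peptide (50 nM) from the Tsg101 binding domain (10 uM), following a 20 min room-temperature incubation at pH 7.5.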
* marks the source's active call; other numbers are inactive results; ? = inconclusive; nt = no result given; & = joins results of further samples; [ ] = remark or other dose. Unless noted, calls come from the whole dose curve; as a rule, active = well fitted curve in the direction sought with a large enough effect; inconclusive = small, poorly fitted or top-dose-only effect, or another doubt; inactive = no such curve, though single readings can be large; an effect the other way counts as inactive or inconclusive.

Molecule | BRCA1 expr act | PTAP TSG101 blk | Integrin act MD | ELG1 repair inh | p53 reactivator | B2AR arrestin | TCR act | TRPV1 ag | AT treatment | CXXC DNA block
COc1ccc(N2C(=O)NC(=O)/C(=C/c3ccc([N+](=O)[O-])s3)C2=O)cc1 | nt | -9% | -30% | 19% | 18% | 0.0% | 5% | -1 | -1% | ?
COc1ccc(-c2nn(Cc3ccccc3)cc2C(=O)NC2CC2)cc1OC | 20% | -2% | -6% | 6% | -3% | -0.1% | 1% | -2 | 0% | nt
Cc1cc(C(=O)CN2C(=O)c3ccccc3C2=O)c(C)n1C1CC1 | 54% | -11% | -27% | ? | 6% | -0.6% | -8% | -2 | ? | -3%
Cc1ccc(-c2cc(-c3ccccc3)cc(-c3ccccc3)[n+]2-c2ccccc2C(=O)O)cc1 | -6% | -1% | -34% | 0% | 5% | 0.2% | 1% | -3 | 2% | nt
CC[C@]12CC[C@H](O)CC1=CCC1C2CC[C@]2(C)C(=O)CCC12 (stereo partly specified) | -1% | -1% | 14% | -6% | 5% | -0.7% | 2% | nt | 16% | nt
CCOC(=O)C1=C(N)OC2=C(C(=O)CCC2)C12C(=O)N(C)c1ccccc12 (stereo unspecified) | -5% | -1% | -27% | 4% | -2% | 0.1% | -4% | 1 | -12% | 0%
CC(C)c1ccc(-n2c(O)c(/C=N/NC(=O)c3ccncc3)c(=O)[nH]c2=O)cc1 | -7% | -3% | 21% | ? | -1% | -0.5% | 2%[46.1 µM] | 0 | -3% | ?
COc1cccc(-n2c(CN3CCOCC3)nc3ccc([N+](=O)[O-])cc3c2=O)c1 | -7% | -4% | ? | ? | -1% | -0.3% | 3% | -4 | 3% | 9%
O=C(NC1CN2CCC1CC2)c1cccc(Cl)c1 (stereo unspecified) | -6% | -1% | -19% | 28% | 14% | -0.8% | -4% | -3 | -9% | 2%
Cc1ccc2c(c1)=C/C(=C\c1c(O)[nH]c(=O)[nH]c1=O)C(=O)N=2 | -15% | -2% | -5% | 16% | -1% | 0.0% | 1%[46.1 µM] | 2 | 10% | 15%
OC(Cn1c2ccccc2c2ccccc21)C[n+]1cccc2ccccc21 (stereo unspecified) | -13% | -4% | -61%[inhibitor] | -2% | -6% | -0.8% | 8% | 1 | 1% | ?
Cc1cccc(NC(=S)NC2CC3CCC(C2)N3Cc2ccco2)c1 (stereo unspecified) | 1% | -1% | -47%[inhibitor] | -1% | 2% | 0.1% | -6% | 2 | 2% | -5%
CCOC(=O)C1=C(C)OC(N)=C(C(=O)OC)C12C(=O)Nc1ccc(Br)cc12 (stereo unspecified) | -39% | -2% | -16% | ? | 2% | -1.1% | -9% | 1 | 0% | 3%
O=C1NC(=O)C(=Cc2ccc(-c3cc(Cl)ccc3[N+](=O)[O-])o2)C(=O)N1 | -15% | -6% | 4% | 6% | 13% | 0.2% | -16% | -3 | -12% | -5%
O=C(OCC#CCSc1nnc(-c2ccccc2)o1)c1ccco1 | 44% | -5% | -43% | ? | 18% | -3.9% | -1% | 1 | 2% | 2%
COC(=O)C1=C(c2ccc(F)cc2F)C[C@@H]2CC[C@H]1N2C | 0% | 2% | 21% | 0% | 0% | -0.2% | -2% | -2 | 10% | nt
C=C(C=O)CC1CC(O)[C@]2(C)OC3C[C@@H]4OC5C[C@]6(C)O[C@]7(C)CCC8OC9C[C@]%10(C)OC(/C(C)=C\CO)C(O)CC%10OC9CC(C)C8OC7CC6O[C@]5(C)C/C=C\C4OC3CC2O1 (stereo partly specified) | -10% | -3% | -23% | 20% | -3% | -0.1% | -3% | -5 | 19% | nt
Cc1ccccc1-n1c(O)c(C(c2ccncc2)c2c(O)n(-c3ccccc3C)c(=O)[nH]c2=O)c(=O)[nH]c1=O | 1%&-3% | -1%&-4% | ? | -5%&17% | ? | 0.1%&-0.7% | -5%&2% | 1&1 | -6%&-8% | -4%&-13%
CN(C)c1ccc(-[n+]2c(-c3ccccc3)cc(-c3ccccc3)cc2-c2ccccc2)cc1 | -78% | -3% | -59%[inhibitor] | 4.6µM* | -5% | -1.0% | 4% | 6 | 1% | 3%
CCCCn1c(O)c(/C=C2/C=CC=N2)c(=O)[nH]c1=O | 0% | 0% | -26% | -19% | 0% | -0.4% | -7% | 6 | -9% | -24%
Oc1cccc(/C=N/NP(=S)(c2ccccc2)c2ccccc2)c1 | -4% | -1% | -14% | -20% | -1% | 0.7% | 1% | -1 | 9% | -2%
C[C@@H]1C[C@@H]([C@H](O)CC2CC(=O)NC(=O)C2)C(=O)[C@@H](C)C1 | -72% | 1% | nt | 0.29µM* | ? | -0.2% | -1% | 1 | 9% | nt
O=C(CSCC(=O)N1CCOCC1)Nc1nc(-c2ccc3c(c2)OCO3)cs1 | ? | -5% | 5% | ? | ? | 0.1% | 3% | nt | 11% | 1%
O=C1NC(=O)N(Cc2ccco2)C(=O)/C1=C\c1ccc(-c2ccc(F)cc2)o1 | -18% | -1% | -56%[inhibitor] | ? | -8% | -0.4% | 1% | 18 | 5% | ?
COC(=O)C1=C(c2ccccc2)C[C@@H]2CC[C@H]1N2C(=O)NCc1cccc2ccccc12 | -28% | -1% | 23% | nt | nt | nt | 6% | nt | nt | nt
O=C(c1cc2cc(Br)ccc2[nH]1)N1CCC2(CC1)OCCO2 | 3% | -3% | 5% | ? | 0% | 0.7% | -7% | 10 | 9% | 12%
COC(=O)C1=C(c2ccc(Cl)c(C(F)(F)F)c2)C[C@@H]2CC[C@H]1N2C(=O)NC1CCCCC1 | -82% | 0% | -42% | ? | -9% | -1.1% | -6% | 28 | -2% | nt
Cc1ccc(P(=S)(c2ccc(C)o2)N2CCOCC2)o1 | -6% | -1% | -30% | 14% | -1% | -0.1% | -14% | 6 | 11% | -6%
Cc1cc(/C=C2\C(=O)NC(=O)N(Cc3ccccc3)C2=O)c(C)n1-c1ccc(Cl)c(C(=O)O)c1 | 3% | -3% | 27% | -10% | 0% | 0.0% | 1%[46.1 µM] | 1 | 6% | ?
COC(=O)N(c1ccccc1)P(=O)(Oc1ccccc1)Oc1ccccc1 | -27% | 1% | -14% | ? | -4% | -0.3% | 5% | 20 | -1% | 9%
COc1cc(/C=C2\C(=O)NC(=O)N(c3ccccc3)C2=O)cc(OC)c1OC | -26% | -9% | -12% | -1% | 0% | -0.3% | 9% | 0 | 4% | -20%
CCNC(=O)O/N=C(\C)c1sc(-c2ccccc2)nc1C | ? | -4% | -23% | ? | ? | 0.2% | 0% | -6 | 1% | 0%
O=C(C1c2ccccc2C(=O)N2CCc3ccccc3C12)N1CCC2(CC1)OCCO2 (stereo unspecified) | -12% | -10% | 3% | 10% | 8% | -0.5% | 1% | 2 | -5% | 9%
Cc1cc(C(=O)CS(=O)c2ccc(F)cc2)cc(C)c1OC(=O)N(C)C (stereo unspecified) | 43% | -3% | -17% | ? | 17% | -0.7% | -2% | 5 | -1% | 4%
CCCCCn1c(N)c(C(=O)NCCN2CCOCC2)c2nc3ccccc3nc21 | -88% | -7% | -8% | ? | -25% | -0.3% | 0% | -2 | 8% | -8%
CC12CC[C@H]3[C@@H](CCC4(O)C[C@H](O)CCC34/C=N/NC(=O)c3ccccc3O)C1(O)CCC2C1=CC(=O)OC1 (stereo partly specified) | -53% | -3% | -32% | ? | 10% | -0.6% | 11% | -3 | 5% | -13%
COc1ccc(CC2c3cc(OC)c(OC)cc3CCN2C)cc1O (stereo unspecified) | 7% | -5% | -6% | 0% | 2% | -0.3% | -1% | -1 | 3% | 0%
CCCCCn1c(=O)c(C(=O)Nc2ccccc2S(N)(=O)=O)c(O)c2ccccc21 | -25% | -2% | -64%[inhibitor] | ? | 4% | 0.2% | nt | -1 | 5% | -9%
CC1CCC2[C@@H](C)C(=O)OC3O[C@]4(C)CCC1C32OO4 (stereo partly specified) | -5% | 0% | -6% | nt | nt | nt | 5% | nt | nt | nt
O=C1/C(=C\c2ccc(Cl)c(Cl)c2)N2CCC1CC2 | 19% | -8% | -3% | 7% | 8% | 0.4% | 1% | 10 | 13% | -1%
CCOC(=O)C1(CCc2ccccc2)CCN(Cc2cccc3cnccc23)CC1 | -38% | 0% | 5% | ? | -1% | -0.7% | 1% | -4 | 1% | -17%
CN(C)CP(=O)(O)CN(C)C=O | 23% | -8% | -13% | 4% | 16% | -0.2% | 6% | 0 | 3% | 7%
C[C@]12CCC3C(CC[C@H]4C[C@H](O)CC[C@]34C)C1[C@@H](O)[C@@H](O)[C@@H]2O (stereo partly specified) | -16% | 0% | 13% | 14% | 0% | -0.2% | 2% | nt | 13% | nt
Nc1c(C(=O)OCC2CCCO2)c2nc3ccccc3nc2n1Cc1cccs1 (stereo unspecified) | -39% | -5% | 7% | ? | 8% | 0.0% | -3% | 0 | 24% | 6%
Cn1c(O)c(C(=N)COc2ccccc2)c(=O)n(C)c1=O | -30% | -8% | -7% | -3% | 5% | 3.7% | -8% | nt | -2% | 4%

This is a subset; rates above refer to the full screens.
